TDP2 absorb: TDP2 (human) inhibition, absorbance primary screen; recombinant TDP2, T5PNP hydrolysis, p-nitrophenol absorbance 415 nm; inhibition, % at 12.8 µM; hit rate 0.34% among 370,000; AID 720702;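 active = inhibition above the mean of all tested compounds plus 3 SD, set per campaign, cut at about 25% in these data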;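 also: 0% = DMSO with enzyme and 100% = buffer with substrate but no TDP2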
Target sequence (O95551 whole entry, looked up): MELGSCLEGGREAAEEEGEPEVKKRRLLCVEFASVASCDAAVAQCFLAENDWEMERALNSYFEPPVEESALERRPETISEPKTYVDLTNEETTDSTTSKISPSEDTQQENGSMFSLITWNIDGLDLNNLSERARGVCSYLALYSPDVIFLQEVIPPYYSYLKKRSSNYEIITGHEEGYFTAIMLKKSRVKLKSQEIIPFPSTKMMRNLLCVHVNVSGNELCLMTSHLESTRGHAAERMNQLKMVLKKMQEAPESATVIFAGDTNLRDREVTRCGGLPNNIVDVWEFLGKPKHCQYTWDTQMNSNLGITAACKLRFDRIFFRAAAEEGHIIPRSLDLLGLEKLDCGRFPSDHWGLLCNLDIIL
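test system = human TDP2 enzyme | input = TDP2 enzyme at 120 nM final | medium = 50 mM Tris-HCl pH 7.5 with Mg2+, KCl, DTT, BSA | also added = T5PNP substrate, 5 mM | times = 2 h at 37 °C | technique = epi absorbance | benchmarks = high control without enzyme, low control DMSO plus TDP2 | replication = each compound tested once, singlicate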
UHRF1 binding: blocks human UHRF1 binding to methylated DNA. Q96T88. inhibition, % at 4.4 µM. hit rate 0.75% among 370,000. UHRF1 binding to methylated oligo, TR-FRET. AID 687016; in the data active = inhibition above about 21%;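 also: UHRF1 SRA domain binding a hemimethylated CpG hairpin DNA probe; 0% = median of test compound wells and 100% = reference inhibitor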
SIAE inh: inhibitors of human sialic acid acetylesterase SIAE. SIAE FP-Rh probe binding, fluorescence polarization. inhibition, % at 9.66 µM. hit rate 0.69% among 370,000. AID 1053197;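 active = inhibition above a cutoff: mean of compounds within the control limits plus 3 SD of those, cut at about 17% in these data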;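 also: 0% = plate median of compound wells and 100% = probe without SIAE protein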
ABHD4 inh: inhibitors of mouse ABHD4. Q8VD66. purified mABHD4, FP-Rh probe fluorescence polarization. inhibition, % at 8.92 µM. hit rate 0.54% among 370,000;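 active = inhibition exceeding the mean over every tested compound plus 3 SD, cut at about 30% in these data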;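 also: 0% = plate median of compound wells and 100% = S159A mutant with DMSO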
Target sequence (Q8VD66 whole entry, looked up): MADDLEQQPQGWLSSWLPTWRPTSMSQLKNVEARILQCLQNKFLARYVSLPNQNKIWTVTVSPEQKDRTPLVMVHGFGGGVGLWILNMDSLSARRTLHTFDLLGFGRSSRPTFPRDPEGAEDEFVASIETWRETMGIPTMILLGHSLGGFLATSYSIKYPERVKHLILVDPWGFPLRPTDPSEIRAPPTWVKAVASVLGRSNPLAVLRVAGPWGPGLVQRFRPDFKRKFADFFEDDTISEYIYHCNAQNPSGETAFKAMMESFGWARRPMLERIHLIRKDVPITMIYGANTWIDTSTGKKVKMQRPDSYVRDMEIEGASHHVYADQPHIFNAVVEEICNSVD
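Material: mouse ABHD4 enzyme, wild type; Benchmarks: S159A mutant high control, sample median low control; Buffer or medium: HEPES pH 7.0, NaCl, Pluronic buffer; Signal: fluorescence polarization; Read-out: percent inhibition of probe binding, normalized to plate controls; Timing: pre-incubation 45 min, probe exposure 60 min, at 25 °C; Dosing: 8.92 µM, single dose.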
PG9 binder: binds the HIV-1 gp120 antibody PG9; TR-FRET gp120-PG9 antibody binding; inhibition, % at 6.7 µM; hit rate 0.43% among 360,000; in the data active = inhibition above about 8.5%
LEDGF integ inh: blocks HIV-1 LEDGF/p75-dependent DNA integration | TR-FRET IN-LEDGF/p75 DNA integration, Eu/Cy5 | inhibition, % at 3.7 µM | hit rate 0.64% among 370,000;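 active = inhibition above the screen-wide mean plus 3 SD, cut at about 13% in these data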;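 also: signal is the Cy5 over europium emission ratio at 671 and 618 nm; 0% = plate median of compound wells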
HTRA1 inhibitor: blocks human HTRA1 serine peptidase; inhibition, % at 5.96 µM; Q92743; AID 504803; recombinant HTRA1, FP-rhodamine activity-based probe, fluorescence polarization; hit rate 0.5% among 340,000; in the data active = inhibition above about 36%;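 also: 0% = enzyme with DMSO and 100% = wells lacking enzyme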
Tn7 DDE FP: disrupts Tn7 cyclic peptide binding to fibrin D-Dimer-E complex; AID 720508; FP displacement of FITC-Tn7 peptide from fibrin DD(E); 0% = median of compound wells per plate; hit rate 0.13% among 370,000; inhibition, % at 8.3 µM; P02675;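 active = inhibition above the mean of compounds falling within the control limits plus 3 SD of them, cut at about 14% in these data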;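 also: 0% = plate median of compound wells and 100% = 10 µM Aha-Tn7 peptide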
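Assay system: human fibrin DD(E). Input: DD(E) 2 µM final. Medium: Tris buffer with calcium and detergent, pH 7.8. Compound dosing: single point at 8.3 µM. Timing: 10 min plus 3 h, room temperature. Technique: fluorescence polarization of the labelled Tn7 tracer. Read-out: percent inhibition. Replicates: singlicate testing.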
PRMT1 FP inh: blocks human protein arginine methyltransferase 1 | recombinant PRMT1, activity-based probe fluorescence polarization | inhibition, % at 2.79 µM | hit rate 1.3% among 370,000;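 active = inhibition above about 21% made by adding two undisclosed values, limit read from the data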
TCR-CD3 inh: blocks the human TCR-CD3 interaction. inhibition, % at 9.4 µM. AID 651800. hit rate 0.37% among 360,000. TAMRA-labeled TCR probe fluorescence, biochemical; in the data active = inhibition above about 19%;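 also: recombinant mutant TCR 2C K166C tagged with TAMRA read by polarization; 0% = receptor in buffer alone and 100% = receptor with positive control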
The depositor's hits bear a star; / = no result given. This is a random part of the collection; about 4.2% have a hit in one of these screens.

SMILES | TDP2 absorb | UHRF1 binding | SIAE inh | ABHD4 inh | PG9 binder | LEDGF integ inh | HTRA1 inhibitor | Tn7 DDE FP | PRMT1 FP inh | TCR-CD3 inh
O=C(CN1CC(=O)Oc2ccccc21)OCC(=O)c1ccc(Br)cc1 | 10.4 | 0.6 | 6.8 | 5.2 | -0.7 | 0.3 | 3.9 | 1.7 | 6.9 | -1.9
CCCCn1c(SCC2CCCO2)nc2cc(S(N)(=O)=O)ccc21 (centres undefined) | -6.7 | -1.1 | -3.4 | -5.3 | -0.9 | -3.1 | 8.2 | -1.6 | -1.8 | 0.2
CCCCNC(c1ccccc1)c1ccncc1 (centres undefined) | 0.4 | 0.9 | 0.2 | 3.0 | -1.6 | -2.3 | 4.0 | -3.4 | 0.9 | 6.8
N#CC1(N2CCN(C(=O)c3ccccc3)CC2)CCCCC1 | 8.7 | -4.6 | 3.7 | -0.1 | -1.5 | -0.1 | 7.7 | -0.1 | -3.9 | 7.7
Cc1cc(S(=O)(=O)NCC(c2ccccc2)c2ccccc2)ccc1-n1cnnn1 | -5.4 | 17.5 | -7.1 | -28.4 | 3.5 | 4.1 | -24.6 | -4.5 | 4.7 | -4.3
CNC(=O)COC(=O)c1ccccc1NC(=O)c1ccco1 | 4.0 | -5.2 | 4.2 | 4.2 | -0.5 | -4.2 | -3.8 | 5.2 | 2.4 | -1.0
Cc1cc(N/N=C/c2ccncc2)nc2ccccc12 | -3.9 | -2.4 | 5.2 | 2.7 | -2.7 | 0.5 | -1.0 | 1.4 | 1.1 | 1.8
COCCn1cnc2c(c1=O)c1nc3ccccc3nc1n2/N=C/c1ccc(OC)c(OC)c1 | 10.0 | -0.2 | -1.2 | -0.6 | 0.4 | -3.8 | 6.8 | 10.5 | -4.0 | 9.5
Cc1cc(N2C(=O)CC(Cc3ccccc3)C2=O)no1 (centres undefined) | 9.2 | -2.0 | 2.1 | 0.2 | 1.0 | 1.2 | 4.0 | -1.6 | 1.3 | 9.1
CC(C)NC(=O)C1(C)CSCC(=O)N1CC(F)(F)F (centres undefined) | 9.0 | -1.6 | 5.2 | 4.1 | -1.6 | -1.1 | / | 8.0 | -1.3 | 5.3
CCc1noc(C)c1C(=O)Nc1sc(C(=O)N(C)C)c(C)c1C(=O)OC | 4.7 | 1.3 | -3.8 | 1.5 | 0.4 | 0.6 | 0.5 | -4.8 | 0.8 | -4.2
COc1cc2ccccc2cc1C(=O)OCC(=O)N(C)c1c(N)n(Cc2ccccc2)c(=O)[nH]c1=O | -3.2 | 0.6 | -1.0 | -0.6 | -1.6 | -4.2 | -3.6 | 2.0 | 1.1 | 3.4
COCCOC(=O)c1c(C)oc2cc(Br)c(OCC(N)=O)cc12 | 6.2 | -4.7 | -2.5 | -0.8 | -0.3 | -1.8 | -5.9 | 5.8 | 1.6 | 2.0
Cc1noc(C)c1C(=O)N(CC(=O)Nc1ccc(Cl)c(C(F)(F)F)c1)Cc1ccco1 | -6.6 | 0.0 | -1.2 | -7.8 | -0.2 | 4.2 | -14.7 | -11.4 | 0.3 | -7.5
CN(C(=O)COC(=O)c1ccccc1SCC(=O)N1CCCC1)C1CCS(=O)(=O)C1 (centres undefined) | -8.5 | 6.2 | -3.8 | -7.0 | -0.8 | -0.6 | 2.3 | -1.9 | -2.8 | -7.6
COc1ccc(-c2[nH]ncc2CNCC(C)(C)N2CCOCC2)cc1F | 8.2 | -0.7 | 14.0 | -0.6 | -1.7 | 0.4 | 6.4 | -3.2 | -1.6 | 3.3
COc1ccc2c(c1)C(=O)c1ccccc1CO2 | 3.2 | -1.0 | 1.0 | 7.0 | -2.2 | -0.7 | 0.4 | -3.0 | 2.6 | 9.4
CCOC(=O)C1(CCCc2ccccc2)CCN(CC(O)CO)CC1 (centres undefined) | -2.4 | 2.0 | 9.8 | -4.6 | 0.2 | -1.4 | -1.1 | 0.5 | -1.7 | -5.7
O=S(=O)(Nc1ccc(N2CCCCC2)cc1)c1cccc2cccnc12 | 3.8 | -0.9 | 3.4 | -0.2 | 0.5 | -0.1 | -4.5 | 6.6 | 2.0 | -6.2
CCN(CC)CCNCc1ccc(-c2ccc(Cl)cc2)o1 | -5.6 | -6.2 | 6.9 | -8.4 | 1.4 | 4.4 | -3.2 | 5.0 | 1.9 | -4.2
CCOC(=O)c1c(S(=O)(=O)NCC(=O)Nc2ccccc2OC)c(C)n(C)c1C | 4.0 | -2.0 | 2.3 | -1.1 | -2.8 | -1.8 | 8.7 | -2.9 | -1.9 | 3.2
C[C@@H]1CCCCO[C@H](CN(C)Cc2ccccc2)[C@@H](C)CN([C@H](C)CO)C(=O)c2cc(NC(=O)c3ccccc3)ccc2O1 | 1.3 | 0.2 | 0.2 | 1.6 | -1.1 | 6.0 | -5.7 | -2.0 | -2.9 | -1.7
Cn1cnc([N+](=O)[O-])c1SCCO | -1.9 | -1.7 | 4.3 | 3.0 | -1.5 | -0.1 | -2.5 | -1.5 | -2.7 | 0.4
Cc1ccc(NC(=S)C2=C(O)c3ccccc3N(C)S2(=O)=O)cc1 | 8.1 | -3.1 | -0.9 | 5.2 | -1.9 | -0.4 | 0.3 | -0.6 | 13.0 | 0.5

Not a retest: entries from further up.
SMILES | TDP2 absorb | UHRF1 binding | SIAE inh | ABHD4 inh | PG9 binder | LEDGF integ inh | HTRA1 inhibitor | Tn7 DDE FP | PRMT1 FP inh | TCR-CD3 inh
O=C(CN1CC(=O)Oc2ccccc21)OCC(=O)c1ccc(Br)cc1 | 10.4 | 0.6 | 6.8 | 5.2 | -0.7 | 0.3 | 3.9 | 1.7 | 6.9 | -1.9
CCCCn1c(SCC2CCCO2)nc2cc(S(N)(=O)=O)ccc21 (centres undefined) | -6.7 | -1.1 | -3.4 | -5.3 | -0.9 | -3.1 | 8.2 | -1.6 | -1.8 | 0.2
CCCCNC(c1ccccc1)c1ccncc1 (centres undefined) | 0.4 | 0.9 | 0.2 | 3.0 | -1.6 | -2.3 | 4.0 | -3.4 | 0.9 | 6.8
N#CC1(N2CCN(C(=O)c3ccccc3)CC2)CCCCC1 | 8.7 | -4.6 | 3.7 | -0.1 | -1.5 | -0.1 | 7.7 | -0.1 | -3.9 | 7.7
Cc1cc(S(=O)(=O)NCC(c2ccccc2)c2ccccc2)ccc1-n1cnnn1 | -5.4 | 17.5 | -7.1 | -28.4 | 3.5 | 4.1 | -24.6 | -4.5 | 4.7 | -4.3
CNC(=O)COC(=O)c1ccccc1NC(=O)c1ccco1 | 4.0 | -5.2 | 4.2 | 4.2 | -0.5 | -4.2 | -3.8 | 5.2 | 2.4 | -1.0
Cc1cc(N/N=C/c2ccncc2)nc2ccccc12 | -3.9 | -2.4 | 5.2 | 2.7 | -2.7 | 0.5 | -1.0 | 1.4 | 1.1 | 1.8
COCCn1cnc2c(c1=O)c1nc3ccccc3nc1n2/N=C/c1ccc(OC)c(OC)c1 | 10.0 | -0.2 | -1.2 | -0.6 | 0.4 | -3.8 | 6.8 | 10.5 | -4.0 | 9.5
Cc1cc(N2C(=O)CC(Cc3ccccc3)C2=O)no1 (centres undefined) | 9.2 | -2.0 | 2.1 | 0.2 | 1.0 | 1.2 | 4.0 | -1.6 | 1.3 | 9.1
CC(C)NC(=O)C1(C)CSCC(=O)N1CC(F)(F)F (centres undefined) | 9.0 | -1.6 | 5.2 | 4.1 | -1.6 | -1.1 | / | 8.0 | -1.3 | 5.3
CCc1noc(C)c1C(=O)Nc1sc(C(=O)N(C)C)c(C)c1C(=O)OC | 4.7 | 1.3 | -3.8 | 1.5 | 0.4 | 0.6 | 0.5 | -4.8 | 0.8 | -4.2

Bioassay records (PubChem)
